KLK7 zymogen act – activates the human kallikrein-7 zymogen; P49862; purified proKLK7, EDANS-DABCYL substrate fluorescence; 100% is mature enzyme control, 0% vehicle; activation, % at 7 µM; 0.9% of 370,000 active;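 active = activation above the mean of all tested compounds plus 3 SD, computed per campaign excluding outliers beyond control limits, cut at about 13% in these data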
DDE Tn7 FP inh – inhibitors of Tn7 peptide binding to human fibrin DD(E) | P02675 | 0.13% of 370,000 active | AID 720508 | inhibition, % at 8.3 µM | FP displacement of FITC-Tn7 peptide from fibrin DD(E); 0% = median of compound wells per plate;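 active = inhibition above the mean of compounds falling within the control limits plus 3 SD of them, cut at about 14% in these data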;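 note: 0% = plate median of compound wells and 100% = 10 µM Aha-Tn7 peptide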
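Assay system: Human clot-derived fibrin DD(E) complex | Buffer or medium: Tris/NaCl/CaCl2 buffer, pH 7.8 | Repeats: One replicate per compound | Benchmarks: Aha-Tn7 high control | Measure: % inhibition scaled between sample-field median and high-control FP | Schedule: 10 min plus 3 h, room temperature | Signal: Fluorescence polarization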
ASAP1 inh – ASAP1 ArfGAP inhibition. Q9ULH1. ASAP1-stimulated ARF1 GTP hydrolysis, GDP FP detection. inhibition, % at 16.5 µM. 0.19% of 360,000 active. AID 624377; in the data active = inhibition above about 25%;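 note: 0% = vehicle with enzyme and substrate and 100% = no enzyme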
Target sequence (Q9ULH1 325-724 limits assumed): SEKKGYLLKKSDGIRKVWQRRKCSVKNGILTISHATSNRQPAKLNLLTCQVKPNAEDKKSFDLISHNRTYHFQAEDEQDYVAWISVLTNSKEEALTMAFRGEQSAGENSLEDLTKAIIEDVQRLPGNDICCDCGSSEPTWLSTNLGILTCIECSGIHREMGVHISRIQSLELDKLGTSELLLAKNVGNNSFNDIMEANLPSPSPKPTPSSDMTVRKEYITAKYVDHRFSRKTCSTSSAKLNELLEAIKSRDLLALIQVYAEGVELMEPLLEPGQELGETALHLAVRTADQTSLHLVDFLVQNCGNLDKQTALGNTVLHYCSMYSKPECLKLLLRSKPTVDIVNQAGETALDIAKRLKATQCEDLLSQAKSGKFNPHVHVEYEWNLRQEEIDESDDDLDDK
ADAM10 inh – inhibits human ADAM10. O14672. recombinant ADAM10, EDANS/DABCYL FRET peptide cleavage, 3 h. inhibition, % at 7 µM. 0.62% of 370,000 active;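 active = inhibition above a per-campaign cutoff equal to the mean of compounds falling between control-based bounds plus 3 SD, cut at about 20% in these data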;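 note: 0% = DMSO wells while the 100% control is not disclosed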
Target sequence (O14672 214-748 limits assumed): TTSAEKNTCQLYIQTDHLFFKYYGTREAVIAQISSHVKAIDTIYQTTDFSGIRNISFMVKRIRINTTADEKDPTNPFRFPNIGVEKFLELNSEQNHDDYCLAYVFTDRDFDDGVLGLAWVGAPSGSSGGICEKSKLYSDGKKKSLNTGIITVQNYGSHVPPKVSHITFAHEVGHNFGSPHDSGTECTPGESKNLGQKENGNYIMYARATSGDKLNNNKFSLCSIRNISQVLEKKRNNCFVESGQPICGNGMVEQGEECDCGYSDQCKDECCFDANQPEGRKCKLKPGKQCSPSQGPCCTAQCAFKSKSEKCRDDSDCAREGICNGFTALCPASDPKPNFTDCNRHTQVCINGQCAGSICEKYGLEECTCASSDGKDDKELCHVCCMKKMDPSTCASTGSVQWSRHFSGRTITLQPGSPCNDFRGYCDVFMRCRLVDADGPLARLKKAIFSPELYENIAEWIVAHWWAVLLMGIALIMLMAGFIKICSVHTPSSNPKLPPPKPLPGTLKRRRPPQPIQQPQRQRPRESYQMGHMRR
TDP2 inh – blocks human TDP2 phosphodiesterase activity; O95551; recombinant TDP2, T5PNP hydrolysis, p-nitrophenol absorbance 415 nm; inhibition, % at 12.8 µM; 0.34% of 370,000 active;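 active = inhibition above the mean of all tested compounds plus 3 SD, set per campaign, cut at about 25% in these data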;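 note: 0% = DMSO with enzyme and 100% = buffer with substrate but no TDP2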
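Read-out basis: percent inhibition. System: recombinant human TDP2. Buffer or medium: Mg2+-containing Tris-HCl buffer, pH 7.5. Repeats: single replicate. Timing: reaction 2 h, 37 °C. Benchmarks: high control without enzyme, low control DMSO plus TDP2. Probe or stimulus: 5 mM T5PNP. Doses: 12.8 µM only. Measured by: epi absorbance of p-nitrophenol freed from T5PNP by hydrolysis.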
DDE Tn6 FP inh – inhibitors of Tn6 peptide binding to human fibrin DD(E); Fibrin DD(E) TRITC-Tn6 fluorescence polarization displacement; inhibition, % at 8.3 µM; 0.21% of 370,000 active; AID 720509;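 active = inhibition above a per-campaign cutoff: mean of compounds within control limits plus 3 SD, cut at about 15% in these data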;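 note: 0% = median of all compound wells on the plate and 100% = blocking peptide control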
LEDGF integ inh – blocks HIV-1 LEDGF/p75-dependent DNA integration; 0.64% of 370,000 active; AID 743269; inhibition, % at 3.7 µM; TR-FRET IN-LEDGF/p75 DNA integration, Eu/Cy5;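 active = inhibition above the screen-wide mean plus 3 SD, cut at about 13% in these data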;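 note: signal is the Cy5 over europium emission ratio at 671 and 618 nm; 0% = plate median of compound wells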
ARFGAP1 inhibitor – inhibits rat ARF GTPase activating protein 1; Arfgap1-stimulated ARF1 GTP hydrolysis, GDP FP detection; 0.26% of 360,000 active; inhibition, % at 16.5 µM;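 active = inhibition above a per-plate limit, mean inhibition of low control wells plus 3 SD, cut at about 25% in these data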;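 note: 0% = DMSO wells with enzyme and 100% = wells lacking Arfgap1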
Target sequence (Q62848 1-136 limits assumed): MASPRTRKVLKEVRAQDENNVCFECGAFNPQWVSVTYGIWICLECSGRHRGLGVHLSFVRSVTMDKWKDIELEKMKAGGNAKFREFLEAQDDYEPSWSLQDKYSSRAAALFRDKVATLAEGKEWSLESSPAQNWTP
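Material – truncated rat Arfgap1 GAP domain · Buffer or medium – HEPES-based buffer, pH 7.5 · Reagent – human ARF1(Δ1-17)-GTP substrate · Dosing – 16.5 µM single point, 1.26% DMSO · Schedule – GTP hydrolysis reaction 2 h at 25 °C · Technique – GDP detection by fluorescence polarization · Benchmarks – No-Arfgap1 wells (100%) versus DMSO full-reaction wells (0%) · Repeats – single replicate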
ADAM17 inh – ADAM17 inhibition, QFRET primary screen; P78536; inhibition, % at 6.95 µM; 0.83% of 370,000 active; recombinant ADAM17, EDANS/DABCYL FRET peptide cleavage;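 active = inhibition above the mean of compounds lying between control limits plus 3 SD, set per campaign, cut at about 8.5% in these data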;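 note: 0% = DMSO-only wells as the low control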
PLC-gamma1 inh – PLC-gamma1 (human) inhibition, primary screen | P19174 | purified PLC-gamma1, fluorogenic substrate, fluorescence | inhibition, % at 12.2 µM | 0.84% of 370,000 active; in the data active = inhibition above about 9.5%
* marks the source's active call; other numbers are inactive results.

For CCOc1c2ccc(C(=O)NCCCCc3ccccc3)cc2nn1C the results were KLK7 zymogen act -29, DDE Tn7 FP inh 2, ASAP1 inh -4, ADAM10 inh inactive, TDP2 inh 4, DDE Tn6 FP inh -5, LEDGF integ inh 0, ARFGAP1 inhibitor 6, ADAM17 inh -195 and PLC-gamma1 inh -277.
`Cc1ccc2cccc(Oc3nnnn3-c3ccccc3)c2n1` gave KLK7 zymogen act 0.2, DDE Tn7 FP inh -5, ASAP1 inh -8, ADAM10 inh -1, TDP2 inh -1, DDE Tn6 FP inh 1, LEDGF integ inh 4, ARFGAP1 inhibitor 3, ADAM17 inh 0 and PLC-gamma1 inh 1.
CCOC(=O)c1cccc(NC(=O)c2cc3sccc3n2C)c1 was read as KLK7 zymogen act 0.3, DDE Tn7 FP inh 2, ASAP1 inh -6, ADAM10 inh 6, TDP2 inh 1, DDE Tn6 FP inh -4, LEDGF integ inh -3, ARFGAP1 inhibitor 2, ADAM17 inh 1 and PLC-gamma1 inh -4.
`CCOC(=O)CN1C(=O)N[C@@H](c2ccco2)C(C(=O)OC)=C1C` gave KLK7 zymogen act 0.0, DDE Tn7 FP inh 6, ASAP1 inh 4, ADAM10 inh 1, TDP2 inh 17, DDE Tn6 FP inh 4, LEDGF integ inh 0, ARFGAP1 inhibitor 6, ADAM17 inh -1 and PLC-gamma1 inh -3.
For O=C(O)c1ccc2c(c1)N(Cc1ccc(F)cc1)C(=O)c1ccccc1S2 the results were KLK7 zymogen act -0.3, DDE Tn7 FP inh 4, ASAP1 inh 4, ADAM10 inh -7, TDP2 inh -4, DDE Tn6 FP inh 2, LEDGF integ inh 5, ARFGAP1 inhibitor -1, ADAM17 inh -1 and PLC-gamma1 inh 0.
`Cc1nn(CC(=O)NCC(C)c2ccccc2)c(=O)c2cc(-c3ccccc3)nn12` (configuration not stated) gave KLK7 zymogen act 0.0, DDE Tn7 FP inh 2, ASAP1 inh -3, ADAM10 inh 0, TDP2 inh 10, DDE Tn6 FP inh -6, LEDGF integ inh -1, ARFGAP1 inhibitor -2, ADAM17 inh -2 and PLC-gamma1 inh 4.
`Cn1c(N)c(C(=O)COC(=O)/C=C/c2ccc(OC(F)F)cc2)c(=O)n(C)c1=O` gave KLK7 zymogen act 0.2, DDE Tn7 FP inh 7, ASAP1 inh -11, ADAM10 inh 3, TDP2 inh 4, DDE Tn6 FP inh 10, LEDGF integ inh 1, ARFGAP1 inhibitor 3, ADAM17 inh -1 and PLC-gamma1 inh 5.
CCCCN(C(=O)C(C)Oc1ccc(Cl)cc1)c1c(N)n(CCCC)c(=O)[nH]c1=O (configuration not stated) was read as KLK7 zymogen act 0.9, DDE Tn7 FP inh -3, ASAP1 inh 5, ADAM10 inh -2, TDP2 inh 2, DDE Tn6 FP inh 5, LEDGF integ inh 3, ARFGAP1 inhibitor 5, ADAM17 inh 0 and PLC-gamma1 inh 5.
For CCCCn1c(N)c(N(CC(C)C)C(=O)C2CCN(S(=O)(=O)c3ccc(C)c(C)c3)CC2)c(=O)[nH]c1=O the results were KLK7 zymogen act -0.6, DDE Tn7 FP inh -9, ASAP1 inh 9, ADAM10 inh -14, TDP2 inh -20, DDE Tn6 FP inh 3, LEDGF integ inh 2, ARFGAP1 inhibitor 1, ADAM17 inh -7 and PLC-gamma1 inh -1.
For CC(=O)c1ccc(OC(=O)c2ccc(-n3nc(C)cc3C)cc2)cc1 the results were KLK7 zymogen act -0.2, DDE Tn7 FP inh 10, ASAP1 inh 6, ADAM10 inh 4, TDP2 inh 6, DDE Tn6 FP inh 3, LEDGF integ inh 2, ARFGAP1 inhibitor 10, ADAM17 inh -3 and PLC-gamma1 inh 1.

Among those listed so far, three contain a halogen.
For O=C(O)c1ccc2c(c1)N(Cc1ccc(F)cc1)C(=O)c1ccccc1S2 the results were KLK7 zymogen act -0.3, DDE Tn7 FP inh 4, ASAP1 inh 4, ADAM10 inh -7, TDP2 inh -4, DDE Tn6 FP inh 2, LEDGF integ inh 5, ARFGAP1 inhibitor -1, ADAM17 inh -1 and PLC-gamma1 inh 0.
`Cn1c(N)c(C(=O)COC(=O)/C=C/c2ccc(OC(F)F)cc2)c(=O)n(C)c1=O` gave KLK7 zymogen act 0.2, DDE Tn7 FP inh 7, ASAP1 inh -11, ADAM10 inh 3, TDP2 inh 4, DDE Tn6 FP inh 10, LEDGF integ inh 1, ARFGAP1 inhibitor 3, ADAM17 inh -1 and PLC-gamma1 inh 5.
CCCCN(C(=O)C(C)Oc1ccc(Cl)cc1)c1c(N)n(CCCC)c(=O)[nH]c1=O (configuration not stated) was read as KLK7 zymogen act 0.9, DDE Tn7 FP inh -3, ASAP1 inh 5, ADAM10 inh -2, TDP2 inh 2, DDE Tn6 FP inh 5, LEDGF integ inh 3, ARFGAP1 inhibitor 5, ADAM17 inh 0 and PLC-gamma1 inh 5.

Next section:
For COc1cc(C(=O)Oc2ccc(Br)cc2C(=S)N2CCOCC2)cc(OC)c1OC the results were KLK7 zymogen act 0.5, DDE Tn7 FP inh 7, ASAP1 inh -11, ADAM10 inh 9, TDP2 inh 12, DDE Tn6 FP inh -2, LEDGF integ inh -6, ARFGAP1 inhibitor 11, ADAM17 inh 0 and PLC-gamma1 inh 0.
`N#C/C(C(=O)NCc1ccccc1)=C1/N=C(NC(=O)c2ccco2)c2ccccc21` gave KLK7 zymogen act -0.3, DDE Tn7 FP inh -4, ASAP1 inh -8, ADAM10 inh 4, TDP2 inh 4, DDE Tn6 FP inh -3, LEDGF integ inh 1, ARFGAP1 inhibitor 10, ADAM17 inh 0 and PLC-gamma1 inh -4.
Screening C[C@H](CO)N1C[C@H](C)[C@@H](CN(C)C(=O)Nc2ccc3c(c2)OCO3)Oc2ccc(NS(=O)(=O)c3ccccc3)cc2C1=O returned KLK7 zymogen act -0.2, DDE Tn7 FP inh -4, ASAP1 inh -5, ADAM10 inh 2, TDP2 inh -2, DDE Tn6 FP inh -5, LEDGF integ inh 1, ARFGAP1 inhibitor -14, ADAM17 inh -2 and PLC-gamma1 inh -11.
For CN1CCN(CCNC(=O)Nc2ccccc2C(F)(F)F)CC1 the results were KLK7 zymogen act -0.1, DDE Tn7 FP inh -4, ASAP1 inh 6, ADAM10 inh 4, TDP2 inh -2, DDE Tn6 FP inh 7, LEDGF integ inh 1, ARFGAP1 inhibitor 9, ADAM17 inh -1 and PLC-gamma1 inh 4.
`CC(=O)Nc1sc2c(c1C(c1ccncc1)N1CCOCC1)CCCC2` (configuration not stated) gave KLK7 zymogen act -0.1, DDE Tn7 FP inh 8, ASAP1 inh -11, ADAM10 inh -5, TDP2 inh 1, DDE Tn6 FP inh 1, LEDGF integ inh -5, ARFGAP1 inhibitor 2, ADAM17 inh -5 and PLC-gamma1 inh 2.
`CCOC(=O)c1cn(CC)c2cc(N3CCSCC3)c(F)cc2c1=O` gave KLK7 zymogen act 1.4, DDE Tn7 FP inh -9, ASAP1 inh 21, ADAM10 inh -122, TDP2 inh 0, DDE Tn6 FP inh 0, LEDGF integ inh 1, ARFGAP1 inhibitor 5, ADAM17 inh -39 and PLC-gamma1 inh -121.
For Cc1ccc(Oc2nc3c(c(=O)n(C)c(=O)n3C)n2C)cc1C the results were KLK7 zymogen act -0.8, DDE Tn7 FP inh 0, ASAP1 inh 1, ADAM10 inh -1, TDP2 inh 7, DDE Tn6 FP inh -2, LEDGF integ inh -3, ARFGAP1 inhibitor -8, ADAM17 inh -3 and PLC-gamma1 inh -3.
For C#CCOCCOCCOCCNc1nc(N2CCN(C(=O)[C@H](CCCCN)n3cc(CC(C)O)nn3)CC2)nc(N2CCN(C(=O)[C@H](Cc3ccc(O)cc3)n3cc(CCO)nn3)CC2)n1 (some centres not stated) the results were KLK7 zymogen act 1.0, DDE Tn7 FP inh -7, ASAP1 inh 7, ADAM10 inh -6, TDP2 inh -6, DDE Tn6 FP inh -2, LEDGF integ inh -3, ARFGAP1 inhibitor -1, ADAM17 inh 0 and PLC-gamma1 inh -1.
For CN(C)S(=O)(=O)c1ccc2c(c1)c(=O)c(C(=O)N1CCOCC1)cn2C the results were KLK7 zymogen act -0.1, DDE Tn7 FP inh 4, ASAP1 inh -12, ADAM10 inh -11, TDP2 inh 6, DDE Tn6 FP inh 1, LEDGF integ inh 1, ARFGAP1 inhibitor 6, ADAM17 inh -1 and PLC-gamma1 inh -1.
`CCCC(=O)N1CCC1(C)C(=O)Nc1ccccc1-c1ccccc1` (configuration not stated) gave KLK7 zymogen act 0.4, DDE Tn7 FP inh -1, ASAP1 inh -3, ADAM10 inh -1, TDP2 inh 9, DDE Tn6 FP inh 7, LEDGF integ inh 2, ARFGAP1 inhibitor 1, ADAM17 inh -4 and PLC-gamma1 inh 2.
`COc1ccc(N(CC(=O)N/N=C/c2cccc(OC)c2OC)S(=O)(=O)c2ccccc2)cc1` gave KLK7 zymogen act -1.5, DDE Tn7 FP inh 2, ASAP1 inh 1, ADAM10 inh -8, TDP2 inh -3, DDE Tn6 FP inh 0, LEDGF integ inh -4, ARFGAP1 inhibitor 12, ADAM17 inh -9 and PLC-gamma1 inh -11.
For CCCNC(=O)COc1coc(CN2CCN(c3cccc(Cl)c3)CC2)cc1=O the results were KLK7 zymogen act 0.3, DDE Tn7 FP inh -3, ASAP1 inh -6, ADAM10 inh -1, TDP2 inh 8, DDE Tn6 FP inh 5, LEDGF integ inh -2, ARFGAP1 inhibitor 11, ADAM17 inh -5 and PLC-gamma1 inh 0.
CCOC(=O)CSC1=Nc2ccccc2C2=NC(CC(=O)NCc3ccccc3)C(=O)N12 (configuration not stated) was read as KLK7 zymogen act -3.0, DDE Tn7 FP inh 0, ASAP1 inh 2, ADAM10 inh -279, TDP2 inh -2, DDE Tn6 FP inh -6, LEDGF integ inh 1, ARFGAP1 inhibitor 9, ADAM17 inh -91 and PLC-gamma1 inh -20.
CCOC(=O)[C@]12CCC=C1N(Cc1ccco1)C(=O)[C@H](CC(=O)NCCCOC)C2 was read as KLK7 zymogen act 0.5, DDE Tn7 FP inh -6, ASAP1 inh 18, ADAM10 inh -24, TDP2 inh 6, DDE Tn6 FP inh 1, LEDGF integ inh -1, ARFGAP1 inhibitor -3, ADAM17 inh -6 and PLC-gamma1 inh -5.
